Screening results: PubChem BioAssay, National Center for Advancing Translational Sciences (NCATS)
JMJD2A Tudor – inhibitors of human JMJD2A Tudor domain | O75164 | AlphaScreen JMJD2A-Tudor / H3K4me3 peptide binding | Potency, µM (top dose mostly 114 µM), inactives show top-dose activity change, negative = inhibition, usual class: inhibitors | actives 4.4% (n = 390,000) | AID 504339; also: % is scaled to controls: 0 for no effect and ±100 for the full control effect; nearly all actives have a fitted effect of over 50% in size
BLM inh – Bloom syndrome helicase (human) inhibition; P54132; Potency, µM (doses to about 56.1 µM), for inactives: at the highest dose activity change, negative = inhibition, hits mostly inhibitors; recombinant BLM DNA unwinding, fluorescence dequenching; AID 2528; actives 0.2% (n = 350,000);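 also: plate controls were vehicle for no effect and no enzyme for full effect; nearly all actives have a fitted effect of over 35% in size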
Pol beta inh – inhibitors of human DNA polymerase beta. Pol beta primer extension/strand displacement, fluorescence kinetic. actives 1.3% (n = 340,000). Potency, µM (doses to about 114 µM), inactives show at the top dose activity change, negative = inhibition, actives largely listed as inhibitors. P06746. AID 485314; also: % is scaled to controls: 0 for no effect and ±100 for the full control effect
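10 nM enzyme + cpd, 15 min RT; start with substrate 50 nM final; read 0 min and after 10 min RT. Corrected, normalized data; 4-parameter Hill curve fit.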
APEX1 inh – blocks human APE1 abasic DNA cleavage | actives 0.35% (n = 350,000) | recombinant APE1, TAMRA/BHQ-2 abasic DNA cleavage fluorescence | Potency, µM (top dose mostly 65.8 µM), for the others: top-dose activity change, negative = inhibition, hits mostly inhibitors | P27695;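 also: plate controls were vehicle for no effect and reference inhibitor for full effect; nearly all actives have a fitted effect of over 55% in size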
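Measures dequenching upon AP-site incision of a 5'-TAMRA/3'-BHQ-2 THF-containing duplex, 50 nM; human APE1 0.75 nM after 15 min room-temperature exposure to compound; kinetic three-point read at one-minute spacing.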
G9a inh – blocks human histone lysine methyltransferase G9a; G9a H3K9 monomethylation, AlphaScreen, 2 h; Potency, µM (doses to about 102 µM), for the others: top-dose activity, negative = inhibition, most hits filed as inhibitors; AID 504332; Q96KQ7; actives 8.8% (n = 350,000); also: % is scaled to controls: 0 for no effect and ±100 for the full control effect; nearly all actives have a fitted effect of over 75% in size
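Enzyme 20 nM + cpd, 15 min RT; add b-H3K9 pep 500 nM / SAM 20 uM; 2 h RT; anti-H3K9me1 Ab 0.5 ug/mL + SA donor / anti-rabbit acceptor beads 20 ug/mL each, 10 min; AlphaScreen read.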
Pol kappa inh – inhibitors of human DNA polymerase kappa | Q9UBT6 | purified Pol kappa, fluorescent DNA synthesis assay, 10 min | Potency, µM (highest dose often 107 µM), without a hit: at the top dose activity, negative = inhibition, most hits filed as inhibitors | actives 0.53% (n = 400,000) | AID 588579; also: % is scaled to controls: 0 for no effect and ±100 for the full control effect
Target sequence (Q9UBT6 whole entry, looked up): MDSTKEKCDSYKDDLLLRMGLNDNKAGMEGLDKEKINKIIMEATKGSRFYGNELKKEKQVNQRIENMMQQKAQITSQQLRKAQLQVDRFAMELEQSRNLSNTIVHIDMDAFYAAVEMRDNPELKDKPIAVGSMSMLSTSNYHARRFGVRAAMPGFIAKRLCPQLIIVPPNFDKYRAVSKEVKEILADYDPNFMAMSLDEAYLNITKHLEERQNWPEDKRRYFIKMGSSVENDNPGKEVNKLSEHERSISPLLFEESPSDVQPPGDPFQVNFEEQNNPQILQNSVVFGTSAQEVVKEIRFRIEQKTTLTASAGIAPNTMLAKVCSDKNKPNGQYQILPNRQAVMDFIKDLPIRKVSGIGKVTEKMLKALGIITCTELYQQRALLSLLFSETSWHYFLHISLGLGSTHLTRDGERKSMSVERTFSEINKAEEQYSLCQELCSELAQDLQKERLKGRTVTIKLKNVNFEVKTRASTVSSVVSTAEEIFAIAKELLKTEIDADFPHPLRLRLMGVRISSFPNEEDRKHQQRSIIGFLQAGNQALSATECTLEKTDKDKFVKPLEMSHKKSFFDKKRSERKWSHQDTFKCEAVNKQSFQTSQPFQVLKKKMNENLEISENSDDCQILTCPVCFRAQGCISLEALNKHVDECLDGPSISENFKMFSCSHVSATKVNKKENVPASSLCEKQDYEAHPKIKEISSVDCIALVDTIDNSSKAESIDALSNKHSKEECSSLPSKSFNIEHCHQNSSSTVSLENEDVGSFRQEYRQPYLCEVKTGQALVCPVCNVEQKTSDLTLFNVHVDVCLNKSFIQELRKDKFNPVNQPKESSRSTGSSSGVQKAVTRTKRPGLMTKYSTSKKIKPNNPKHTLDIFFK
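Fluorescent qHTS in 1536-well format: enzyme (10 nM) and compound sat 15 min at room temperature before 50 nM substrate (final) was added. Signal taken at 0 and 10 min; no-enzyme buffer wells were negative controls.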
POLI inh – inhibitors of human DNA polymerase iota. Q9UNA4. Potency, µM (doses to about 115 µM), inactives show at the top dose activity, negative = inhibition, actives largely listed as inhibitors. Pol iota fluorescent replication assay, 10 min. actives 1% (n = 390,000)
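Fluorescent replication assay read twice, at 0 min and 10 min after adding 50 nM (final) substrate. Enzyme (10 nM) and compounds were first incubated 15 min at room temperature; enzyme-free buffer wells were negative controls.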
BAZ2B inh – BAZ2B (human) inhibition; Q9UIF8; AlphaScreen BAZ2B-H3K14Ac peptide displacement; Potency, µM (highest dose often 114 µM), inactives show top-dose activity change, negative = inhibition, usual class: inhibitors; actives 4.4% (n = 360,000); AID 504333; also: % is scaled to controls: 0 for no effect and ±100 for the full control effect; nearly all actives have a fitted effect of over 60% in size
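AlphaScreen displacement: compounds (up to 110uM) incubated 30 min at room temperature with a preformed 50 nM BAZ2B/50 nM biotinylated H3K14Ac peptide complex in PBS pH 7.4 with Tween-20. Donor and acceptor beads at 10 ug/mL final added, 20 min light-protected before reading.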
Pol eta inh – inhibitors of human DNA polymerase eta | recombinant Pol eta, fluorescent DNA replication assay | actives 1.2% (n = 390,000) | AID 588591 | Q9Y253 | Potency, µM (doses to about 114 µM), without a hit: at the highest dose activity change, negative = inhibition, actives largely listed as inhibitors; also: % is scaled to controls: 0 for no effect and ±100 for the full control effect
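Fluorescent replication assay: 50 nM final substrate added after a 15 min room-temperature compound preincubation with 10 nM enzyme. Signal taken at 0 min and again at 10 min.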
Active calls of the source: *; & = joins results of further samples; [ ] = another dose, or the depositor's remark. Calls follow the shape of the dose curve; as a rule, active = well fitted curve in the direction sought with a large enough effect; inconclusive = small, poorly fitted or top-dose-only effect, or another doubt; inactive = no such curve, though single readings can be large; an effect the other way counts as inactive or inconclusive. Potency is read from the fitted curve at half-maximal effect. These rows are one share of the data; rates above refer to the full screens.

For COc1ccc(NC(=O)CC2C(=O)N(c3ccc(F)cc3)C(=O)N2Cc2ccco2)cc1 (stereo not given) the results were JMJD2A Tudor -19%, BLM inh 0%, Pol beta inh 20%, G9a inh -26%[59 µM], Pol kappa inh -13%, POLI inh 20%, BAZ2B inh -14% and Pol eta inh -12%.
`COc1ccc(NC(=O)Cn2nc(C)c([N+](=O)[O-])c2C)cn1` gave JMJD2A Tudor -15%, BLM inh -1%, Pol beta inh 19%, APEX1 inh 1%, G9a inh -8%, Pol kappa inh -2%, POLI inh 10%, BAZ2B inh -4% and Pol eta inh -10%.
`Cc1cc(C)n(-c2ncnc3sc(C)c(C)c23)n1` gave JMJD2A Tudor -3%, BLM inh 0%, Pol beta inh 2%, APEX1 inh 2%, G9a inh 14%[59 µM], Pol kappa inh -5%, POLI inh 0%, BAZ2B inh -3% and Pol eta inh 6%.
`Cn1cc(-c2nc3cnc(N4CCOCC4)nc3n(C3CC3)c2=O)c2ccccc21` gave BLM inh 6%, APEX1 inh -1%, G9a inh -10%[0.501 µM] and Pol kappa inh -9%[60.1 µM].
`CCCCOc1ccccc1Cn1c(=O)oc2ccccc21` gave JMJD2A Tudor 105%[activator], BLM inh -8%, Pol beta inh 10%, APEX1 inh -2%, G9a inh 204%[activator], Pol kappa inh -6%, POLI inh 15%, BAZ2B inh 176%[activator] and Pol eta inh -22%.
`Cc1ccc2cc(C)c(SCC(=O)Nc3cc(C)on3)nc2c1` gave JMJD2A Tudor -6%, BLM inh -6%, Pol beta inh 42%, APEX1 inh 3%, G9a inh 2%, Pol kappa inh 2%, POLI inh 96%[activator], BAZ2B inh -7% and Pol eta inh -18%.
`CCOc1cc2c(cc1OCC)C(C(=O)O)C(c1cc(OC)c(OC)c(OC)c1)N(C)C2=O` (stereo not given) gave JMJD2A Tudor -1%, BLM inh 7%, Pol beta inh 2%, APEX1 inh -1%, G9a inh inconclusive, Pol kappa inh -6%, POLI inh 16%, BAZ2B inh inconclusive and Pol eta inh -7%.
Screening COc1ccc(CCNC(=O)c2ccc3c(c2)ncn3-c2ccc(C)cc2C)cc1OC returned JMJD2A Tudor inconclusive, BLM inh -2%, Pol beta inh 2%, G9a inh -21%[59 µM], Pol kappa inh 1%[60.1 µM], POLI inh 1%, BAZ2B inh -35% and Pol eta inh -16%.
For O=C(Nc1ccn(Cc2c(F)c(F)cc(F)c2F)n1)c1cccc(Cn2cc([N+](=O)[O-])cn2)c1 the results were JMJD2A Tudor -12%, BLM inh -5%, Pol beta inh inconclusive, APEX1 inh inconclusive, G9a inh inconclusive, Pol kappa inh -20%, POLI inh 0%, BAZ2B inh -2% and Pol eta inh 5%.
For CCC(ONc1ccccc1C(F)(F)F)(C(=O)NN(C)C)c1ccccc1 (stereo not given) the results were JMJD2A Tudor inconclusive, APEX1 inh -6%, G9a inh -17%[2.33 µM], Pol kappa inh -16%, POLI inh 6%, BAZ2B inh inconclusive and Pol eta inh -17%.
Screening CC1CCN(S(=O)(=O)c2ccc(C(=O)Nc3nc4ccc(F)cc4s3)cc2)CC1 returned JMJD2A Tudor -6%, BLM inh -2%, Pol beta inh 3%, G9a inh 0%[59 µM], Pol kappa inh 2%[60.1 µM], POLI inh 25%, BAZ2B inh 5% and Pol eta inh -15%.
O=C(COC(=O)C1COc2ccccc2O1)NC(=O)Nc1ccc2c(c1)OCCO2 (stereo not given) was read as JMJD2A Tudor -5%, BLM inh -3%, Pol beta inh 32%, APEX1 inh -3%, G9a inh 2%, Pol kappa inh 0%, POLI inh 3%, BAZ2B inh -1% and Pol eta inh -10%.
`CCn1cc(C(=O)OCC(=O)c2cc(C)n(-c3ccc(OC(F)F)cc3)c2C)c(=O)c2ccc(C)nc21` gave JMJD2A Tudor -26%, BLM inh -7%, Pol beta inh 21%, APEX1 inh 0%, G9a inh inconclusive, Pol kappa inh 0%, POLI inh 25%, BAZ2B inh -33% and Pol eta inh -20%.
Screening COc1ccc(CC(=O)OCC(=O)N2CCN(S(=O)(=O)c3ccc(C)cc3C)CC2)cc1OC returned JMJD2A Tudor -18%, APEX1 inh -16%, G9a inh inconclusive, Pol kappa inh -4%, POLI inh 1%, BAZ2B inh 9% and Pol eta inh -7%.
For O=C(NC1CCCC1)C(c1ccncc1)N(C(=O)Cc1cccs1)c1ccccc1 (stereo not given) the results were JMJD2A Tudor -8%, BLM inh -3%, Pol beta inh 1%, APEX1 inh -2%, G9a inh -4%, Pol kappa inh 0%, POLI inh 40%[activator], BAZ2B inh -17% and Pol eta inh -12%.
For CCOc1cc(C2Nc3ccccc3C(=O)N2c2ccccc2)c(Br)cc1OCC(=O)O (stereo not given) the results were JMJD2A Tudor -11%, BLM inh 2%, Pol beta inh 4%, APEX1 inh 1%, G9a inh 5%, Pol kappa inh 1%, POLI inh 8%, BAZ2B inh -3% and Pol eta inh -1%.
For CCOc1ccc2c(c1)c(=O)c(C(=O)c1ccc(CC)cc1)cn2CC(=O)Nc1ccccc1C the results were JMJD2A Tudor -20%, BLM inh -8%, Pol beta inh -1%, G9a inh 3%[59 µM], Pol kappa inh -13%, POLI inh 20%, BAZ2B inh -36% and Pol eta inh -12%.
`C=CCN(C(=O)CNC(=O)c1ccco1)C(C(=O)NC1CCCCC1)c1ccccc1F` (stereo not given) gave JMJD2A Tudor 17%, BLM inh 1%, Pol beta inh 3%, APEX1 inh -1%, G9a inh -33%[59 µM], Pol kappa inh -1%, POLI inh 20%, BAZ2B inh -5% and Pol eta inh -17%.
CCC(C)NC(=O)CCc1c(C)nc2nc(-c3cc(OC)cc(OC)c3)nn2c1C (stereo not given) was read as JMJD2A Tudor -5%&-5%, BLM inh 3%&3%, Pol beta inh 4%&16%, APEX1 inh -1%, G9a inh -6%[59 µM], Pol kappa inh -7%&-1%, POLI inh 15%&20%, BAZ2B inh -14%&4% and Pol eta inh 0%&-8%.
`COc1ccc(/C=C2\SC(=O)N(CCC(=O)NCCCn3ccnc3)C2=O)cc1` gave JMJD2A Tudor -12%, BLM inh -11%, Pol beta inh -3%, APEX1 inh 17%, G9a inh 9%, Pol kappa inh 1%, POLI inh 19%, BAZ2B inh -35% and Pol eta inh -11%.
For CCOc1ccccc1N(CC)C(=O)Cn1ncc2c1-c1ccccc1OC2 the results were JMJD2A Tudor 0%, BLM inh -3%, Pol beta inh -10%, G9a inh 4%[59 µM], Pol kappa inh -8%, POLI inh 28%, BAZ2B inh -10% and Pol eta inh -27%.
`Cc1ccc2nc(C)c(C(=O)N/N=C/c3ccc(C(=O)O)cc3)cc2c1` gave JMJD2A Tudor -7%, BLM inh 3%, Pol beta inh 22%, APEX1 inh 2%, G9a inh inconclusive, Pol kappa inh -5%, POLI inh 32%[activator], BAZ2B inh -10% and Pol eta inh -11%.
COc1ccc(S(=O)(=O)NCc2ccccn2)cc1OC was read as JMJD2A Tudor -16%, BLM inh -3%, Pol beta inh 0%, APEX1 inh 10%, G9a inh -47%[12.7 µM], Pol kappa inh 0%, POLI inh 125%[activator], BAZ2B inh inconclusive and Pol eta inh -9%.
Screening CCn1nc(NC(=O)c2ccco2)c2cc3cc(C)ccc3nc21 returned JMJD2A Tudor 3%, BLM inh -2%, Pol beta inh 1%, APEX1 inh 1%, G9a inh 2%, Pol kappa inh -12%, POLI inh -8%[58.9 µM], BAZ2B inh 7% and Pol eta inh -9%.
COc1cccc(NC(=S)N2CCCC2)c1 was read as JMJD2A Tudor -3%, BLM inh -3%, Pol beta inh 0%, APEX1 inh 0%, G9a inh -1%[59 µM], Pol kappa inh -11%, POLI inh 8%, BAZ2B inh 5% and Pol eta inh -14%.
`COc1cc(OC)c(C2=NOC(C(=O)NCCc3ccccc3)C2)cc1Cl` (stereo not given) gave JMJD2A Tudor -9%, BLM inh -1%, Pol beta inh 32%, APEX1 inh 10%, G9a inh inconclusive, Pol kappa inh -3%, POLI inh 4%[58.9 µM], BAZ2B inh 4% and Pol eta inh -3%.
O=C1CCC(/C=C/c2ccccc2)=NN1Cc1ccc(Cl)c(Cl)c1 was read as JMJD2A Tudor 55%[activator], BLM inh -8%, Pol beta inh 16%, APEX1 inh -3%, G9a inh 68%[activator], Pol kappa inh -15%, POLI inh -12%, BAZ2B inh 33% and Pol eta inh -22%.
O=C(NS(=O)(=O)Oc1ccc(F)cc1F)OC[C@@H]1CCCN2CCCCC12 (stereo not given in full) was read as JMJD2A Tudor -8%, BLM inh 0%, Pol beta inh 23%, APEX1 inh -1%, G9a inh -8%, Pol kappa inh -4%, POLI inh 1%, BAZ2B inh 6% and Pol eta inh -2%.
`Cc1cnc([N+](=O)[O-])n1CCOC(=O)NC(=O)c1ccc(C(F)(F)F)cc1` gave JMJD2A Tudor -3%, BLM inh -4%, Pol beta inh -3%, APEX1 inh -3%, G9a inh 1%, Pol kappa inh -9%, POLI inh 25%, BAZ2B inh -12% and Pol eta inh -3%.
For COc1ccc(C(=O)NCC(c2cccnc2)N2CCc3ccccc3C2)cc1 (stereo not given) the results were JMJD2A Tudor -16%, BLM inh -1%, Pol beta inh -13%, G9a inh -6%[59 µM], Pol kappa inh inconclusive, POLI inh 20%, BAZ2B inh 1% and Pol eta inh -12%.
For CCN(CC)C(=O)CN(c1ccc(C)cc1)S(=O)(=O)c1ccc(SC)cc1 the results were JMJD2A Tudor -9%, BLM inh 1%, Pol beta inh 18%, APEX1 inh -5%, G9a inh -4%[59 µM], Pol kappa inh -7%, POLI inh 14%, BAZ2B inh 12% and Pol eta inh -20%.

Of the compounds above, these contain a Cl atom:
`COc1cc(OC)c(C2=NOC(C(=O)NCCc3ccccc3)C2)cc1Cl` (stereo not given) gave JMJD2A Tudor -9%, BLM inh -1%, Pol beta inh 32%, APEX1 inh 10%, G9a inh inconclusive, Pol kappa inh -3%, POLI inh 4%[58.9 µM], BAZ2B inh 4% and Pol eta inh -3%.
O=C1CCC(/C=C/c2ccccc2)=NN1Cc1ccc(Cl)c(Cl)c1 was read as JMJD2A Tudor 55%[activator], BLM inh -8%, Pol beta inh 16%, APEX1 inh -3%, G9a inh 68%[activator], Pol kappa inh -15%, POLI inh -12%, BAZ2B inh 33% and Pol eta inh -22%.
